# High-throughput results (PubChem BioAssay)
# BioA inh = inhibitors of Mycobacterium tuberculosis BioA enzyme; purified M. tuberculosis BioA enzyme, plate reader; inhibition, % at 9.99 µM; actives 0.096% (n = 360,000); AID 602481; in the data active means inhibition above about 40%
# TcdB inh = blocks C. difficile toxin B glycohydrolase activity. inhibition, % at 9.99 µM. TcdB glycohydrolase enzymatic assay, plate reader. actives 0.24% (n = 350,000); in the data active means inhibition above about 10%
# Target sequence (P18177 whole entry, looked up): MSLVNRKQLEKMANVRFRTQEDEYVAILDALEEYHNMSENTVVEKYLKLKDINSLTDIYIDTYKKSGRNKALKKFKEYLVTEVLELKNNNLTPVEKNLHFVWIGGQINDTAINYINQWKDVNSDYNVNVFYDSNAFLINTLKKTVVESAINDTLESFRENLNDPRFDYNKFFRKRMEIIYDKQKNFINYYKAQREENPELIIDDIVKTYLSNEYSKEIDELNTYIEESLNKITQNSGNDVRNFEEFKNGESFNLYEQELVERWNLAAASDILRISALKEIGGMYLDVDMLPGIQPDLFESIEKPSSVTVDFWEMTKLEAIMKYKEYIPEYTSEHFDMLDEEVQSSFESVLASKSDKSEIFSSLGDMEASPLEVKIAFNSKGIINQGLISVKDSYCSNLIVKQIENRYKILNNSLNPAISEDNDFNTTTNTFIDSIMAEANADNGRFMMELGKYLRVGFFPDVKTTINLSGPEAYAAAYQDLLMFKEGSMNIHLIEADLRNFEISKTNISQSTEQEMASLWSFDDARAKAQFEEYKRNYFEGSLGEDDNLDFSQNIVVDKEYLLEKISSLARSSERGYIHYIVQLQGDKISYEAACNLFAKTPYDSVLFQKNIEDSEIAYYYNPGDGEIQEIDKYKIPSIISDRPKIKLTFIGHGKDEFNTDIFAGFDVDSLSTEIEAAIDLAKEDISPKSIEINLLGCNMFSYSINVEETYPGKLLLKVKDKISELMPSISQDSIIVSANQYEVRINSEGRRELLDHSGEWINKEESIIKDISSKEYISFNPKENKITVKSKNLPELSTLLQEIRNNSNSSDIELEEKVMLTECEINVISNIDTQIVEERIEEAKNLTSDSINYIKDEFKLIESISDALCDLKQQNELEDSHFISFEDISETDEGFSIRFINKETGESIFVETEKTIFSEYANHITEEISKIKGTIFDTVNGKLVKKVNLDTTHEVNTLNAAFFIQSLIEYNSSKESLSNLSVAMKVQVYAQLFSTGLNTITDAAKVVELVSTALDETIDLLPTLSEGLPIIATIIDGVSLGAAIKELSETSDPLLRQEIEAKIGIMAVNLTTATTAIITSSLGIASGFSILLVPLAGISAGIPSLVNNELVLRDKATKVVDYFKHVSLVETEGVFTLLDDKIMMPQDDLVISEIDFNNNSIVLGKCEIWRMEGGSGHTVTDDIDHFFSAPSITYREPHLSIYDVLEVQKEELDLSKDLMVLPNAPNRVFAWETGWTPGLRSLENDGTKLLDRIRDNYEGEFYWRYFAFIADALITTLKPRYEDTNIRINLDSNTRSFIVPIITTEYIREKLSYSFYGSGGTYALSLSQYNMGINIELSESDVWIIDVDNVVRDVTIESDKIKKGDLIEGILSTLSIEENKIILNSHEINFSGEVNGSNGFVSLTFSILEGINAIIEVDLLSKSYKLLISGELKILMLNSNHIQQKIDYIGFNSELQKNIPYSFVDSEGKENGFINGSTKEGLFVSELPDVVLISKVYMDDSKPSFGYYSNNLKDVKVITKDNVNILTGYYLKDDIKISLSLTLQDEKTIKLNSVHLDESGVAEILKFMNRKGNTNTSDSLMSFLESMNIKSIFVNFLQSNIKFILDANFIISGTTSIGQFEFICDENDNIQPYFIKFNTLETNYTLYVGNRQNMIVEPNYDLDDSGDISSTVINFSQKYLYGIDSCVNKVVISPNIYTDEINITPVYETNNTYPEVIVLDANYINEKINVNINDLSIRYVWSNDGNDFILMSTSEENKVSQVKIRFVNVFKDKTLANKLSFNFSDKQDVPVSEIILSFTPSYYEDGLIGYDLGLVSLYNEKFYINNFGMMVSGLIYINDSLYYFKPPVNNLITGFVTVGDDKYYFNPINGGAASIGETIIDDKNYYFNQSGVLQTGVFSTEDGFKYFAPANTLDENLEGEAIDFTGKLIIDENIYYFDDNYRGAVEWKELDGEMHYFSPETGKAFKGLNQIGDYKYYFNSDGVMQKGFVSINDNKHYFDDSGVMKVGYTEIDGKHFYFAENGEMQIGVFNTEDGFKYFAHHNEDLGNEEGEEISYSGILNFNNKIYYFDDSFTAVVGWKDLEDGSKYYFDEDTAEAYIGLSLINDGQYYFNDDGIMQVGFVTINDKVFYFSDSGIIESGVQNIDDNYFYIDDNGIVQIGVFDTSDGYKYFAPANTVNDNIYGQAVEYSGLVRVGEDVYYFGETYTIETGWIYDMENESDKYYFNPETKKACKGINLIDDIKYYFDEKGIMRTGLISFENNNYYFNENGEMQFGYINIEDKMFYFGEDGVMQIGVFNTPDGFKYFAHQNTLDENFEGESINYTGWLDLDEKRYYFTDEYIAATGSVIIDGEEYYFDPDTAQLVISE
# Numbers without * were called inactive; & = joins results of further samples.
SMILES,BioA inh,TcdB inh
CO[C@@H]1CN(C)C(=O)c2cc(NC(=O)NC(C)C)ccc2OC[C@@H](C)N(C(=O)NC(C)C)C[C@@H]1C,-2.5,-0.1
COCC(=O)N(C)C[C@H]1Oc2ncc(C#Cc3ccncc3)cc2C(=O)N([C@@H](C)CO)C[C@H]1C,-1.3,-0.3
O=C(N[C@@H]1CC[C@H](CCNS(=O)(=O)c2ccc(F)cc2)O[C@H]1CO)c1cccnc1,5.9,0.6
CO[C@H]1CN(C)C(=O)c2cc(NC(C)=O)ccc2OC[C@@H](C)N(CCC(F)(F)F)C[C@H]1C,-3.0,-0.9
Cc1ccc(S(=O)(=O)N(C)C[C@H]2Oc3c(NC(=O)Nc4ccc5c(c4)OCO5)cccc3C(=O)N([C@H](C)CO)C[C@@H]2C)cc1,-1.9,-0.5
C[C@H](CO)N1C[C@H](C)[C@@H](CN(C)S(C)(=O)=O)Oc2cc(-c3ccncc3)ccc2S1(=O)=O,2.3,0.9
CN1C(=O)c2cc(NC(=O)C3CC3)ccc2OC[C@@H]2O[C@H](CC(=O)NCC3CCCCC3)CC[C@@H]21,-1.9,1.3
C=CCN1C(=O)[C@@]2(O[C@@H](CCn3cc([C@H](O)c4ccccc4)nn3)[C@H]([Si](C)(C)c3ccc(OC)cc3)[C@H]2C)c2cc(N3CCOC3=O)ccc21,-0.2,-0.5
COc1ccc(C#Cc2cnc3c(c2)C(=O)N([C@H](C)CO)C[C@H](C)[C@@H](CN(C)C)O3)cc1,-0.8,1.2
Cc1noc(C)c1S(=O)(=O)N(C)C[C@H]1OCCCC[C@@H](C)Oc2ccc(NC(=O)Nc3ccc(C(F)(F)F)cc3)cc2C(=O)N([C@H](C)CO)C[C@@H]1C,3.7,0.4
O=C(C[C@@H]1CC[C@H]2[C@@H](COC[C@@H](O)CN2Cc2nccs2)O1)NCc1ccccc1,1.4,0.7
O=C(C[C@H]1CC[C@H](NS(=O)(=O)c2ccc(F)cc2)[C@@H](CO)O1)NCCc1ccncc1,-1.0,0.4
CC(=O)N1[C@@H]2CN(S(=O)(=O)c3ccccc3C)c3ccccc3[C@@H]2[C@@H]1CO,3.2,-0.1
CO[C@H]1CN(C)C(=O)c2ccc(NS(C)(=O)=O)cc2OC[C@@H](C)N(C(=O)CC2CC2)C[C@H]1C,-2.9,-1.1
Cc1ccc(S(=O)(=O)N[C@@H]2CC[C@H](CCn3cc(C4CCCCC4)nn3)O[C@H]2CO)cc1,1.5,0.5
C[C@@H]1CCCCO[C@H](CN(C)Cc2ccncc2)[C@H](C)CN([C@@H](C)CO)C(=O)c2cc(NC(=O)c3ccncc3)ccc2O1,-0.2,0.0
COc1ccc(S(=O)(=O)N(C)C[C@@H]2OCCCC[C@@H](C)Oc3ccc(NC(=O)Nc4cccc5ccccc45)cc3C(=O)N([C@@H](C)CO)C[C@@H]2C)cc1,-1.3,-1.2
Cc1noc(C)c1NC(=O)N(C)C[C@@H]1Oc2ccc(NS(=O)(=O)c3cccs3)cc2C(=O)N([C@H](C)CO)C[C@H]1C,3.7,1.4
COc1ccc(S(=O)(=O)N(C)C[C@@H]2OCCCC[C@H](C)Oc3ccc(NS(=O)(=O)c4cn(C)cn4)cc3C(=O)N([C@H](C)CO)C[C@@H]2C)cc1,-0.5,-2.3
CC(C)NC(=O)Nc1ccc2c(c1)C(=O)N([C@@H](C)CO)C[C@@H](C)[C@H](CN(C)C)OCCCC[C@H](C)O2,-0.5,-1.0
O=C(C[C@@H]1C[C@H]2c3cc(NC(=O)Nc4ccc(C(F)(F)F)cc4)ccc3O[C@H]2[C@H](CO)O1)NCc1cc(F)ccc1F,-4.0,0.1
O=C(C[C@@H]1C=C[C@@H](NC(=O)Nc2ccccc2F)[C@@H](CO)O1)NCc1ccc(-c2ccccc2)cc1,2.5,-1.1
Cc1ccc(S(=O)(=O)N(C)C[C@@H]2Oc3ccc(NS(=O)(=O)c4c(C)noc4C)cc3CC(=O)N([C@@H](C)CO)C[C@@H]2C)cc1,1.2,-0.9
C[C@@H]1CCCCO[C@H](CN(C)S(=O)(=O)c2ccccc2)[C@@H](C)CN([C@H](C)CO)C(=O)c2cc(NS(=O)(=O)c3ccc(F)cc3)ccc2O1,-0.4,0.1
C[C@H]1CN([C@@H](C)CO)C(=O)c2cc(NS(=O)(=O)c3cn(C)cn3)ccc2O[C@@H]1CN(C)Cc1ccc(-c2ccccc2)cc1,-5.0,0.4

# Entries of single compounds, quoted from the list. Values in the order: BioA inh | TcdB inh
# CC(C)NC(=O)Nc1ccc2c(c1)C(=O)N([C@@H](C)CO)C[C@@H](C)[C@H](CN(C)C)OCCCC[C@H](C)O2 is listed with -0.5 | -1.0
# COc1ccc(S(=O)(=O)N(C)C[C@@H]2OCCCC[C@@H](C)Oc3ccc(NC(=O)Nc4cccc5ccccc45)cc3C(=O)N([C@@H](C)CO)C[C@@H]2C)cc1 is listed with -1.3 | -1.2
# CO[C@@H]1CN(C)C(=O)c2cc(NC(=O)NC(C)C)ccc2OC[C@@H](C)N(C(=O)NC(C)C)C[C@@H]1C is listed with -2.5 | -0.1
# O=C(C[C@@H]1CC[C@H]2[C@@H](COC[C@@H](O)CN2Cc2nccs2)O1)NCc1ccccc1 is listed with 1.4 | 0.7

# Next section.
SMILES,BioA inh,TcdB inh
COCC(=O)N1CCCCN2[C@H](CO)[C@H](c3ccc(-c4ccc(C)cc4)cc3)[C@@H]2C1,6.4,-1.0
COc1ccc(C#Cc2ccc3c(c2)[C@@H]2[C@@H](CCN2S(=O)(=O)c2ccccc2C)[C@@H](CO)N3C)cc1,-4.5,-0.4
COC(=O)C[C@@H]1CC[C@H]2[C@@H](COc3ccc(NC(=O)c4ccccc4F)cc3C(=O)N2C)O1,-0.1,0.5
CO[C@@H]1CN(C)C(=O)c2ccc(NC(=O)C3CC3)cc2OC[C@@H](C)N(C(=O)Cc2ccccn2)C[C@H]1C,-2.0,0.2
Cc1ccccc1S(=O)(=O)N1C[C@@H](O)COC[C@@H]2O[C@@H](CC(=O)N3CCN(C)CC3)CC[C@H]21,-0.5,0.3
CNC[C@H]1Oc2cc(C#CCC3CCCC3)ccc2S(=O)(=O)N([C@H](C)CO)C[C@@H]1C,-1.6,-1.2
COc1ccc(S(=O)(=O)Nc2ccc3c(c2)C(=O)N([C@H](C)CO)C[C@H](C)[C@@H](CN(C)Cc2ccc(C(F)(F)F)cc2)OCCCC[C@H](C)O3)cc1,-2.3,0.6
C[C@@H]1CN([C@@H](C)CO)C(=O)c2cc(/C=C/c3ccccc3)cnc2O[C@@H]1CN(C)C(=O)c1cnccn1,-2.5,2.7
CN1CCCCN2[C@H](C1)[C@@H](c1ccc(Br)cc1)[C@@H]2CO,-1.5,-1.5
C[C@H]1CN([C@@H](C)CO)C(=O)c2cc(NS(C)(=O)=O)ccc2O[C@@H]1CN(C)Cc1ccc(C(=O)O)cc1,0.3,0.1
C[C@H]1CN([C@@H](C)CO)C(=O)c2cccc(NC(=O)Nc3ccc(F)cc3)c2O[C@@H]1CN(C)C(=O)Nc1ccc2c(c1)OCO2,0.4,1.6
COc1ccccc1S(=O)(=O)N[C@H]1CC[C@H](CC(=O)N2CCN(C)CC2)O[C@@H]1CO,0.0,-4.6
CO[C@H]1O[C@H](CO)[C@@H](OC(=O)Nc2cccc(F)c2)[C@H](OC(=O)Nc2ccc3c(c2)OCO3)[C@@H]1OC(=O)Nc1ccc2c(c1)OCO2,-1.8,0.0
O=C(Nc1ccc2c(c1)OCO2)N[C@@H]1CC[C@@H](CCNC(=O)C2CC2)O[C@@H]1CO,1.3,-1.4
O=C(c1ccncc1)N1CCCCN2[C@H](CO)[C@@H](c3ccc(C#Cc4ccccn4)cc3)[C@H]2C1,4.8,0.4
CC(C)NC(=O)N(C)C[C@@H]1Oc2cc(C#Cc3cccc(F)c3)ccc2S(=O)(=O)N([C@H](C)CO)C[C@H]1C,1.6,0.5
Cc1ccc(S(=O)(=O)Nc2ccc3c(c2)CC(=O)N([C@H](C)CO)C[C@H](C)[C@@H](CN(C)S(=O)(=O)c2cn(C)cn2)O3)cc1,1.3,0.9
O=C(C[C@@H]1C=C[C@H](NS(=O)(=O)c2ccc(F)cc2)[C@@H](CO)O1)N1CCc2ccccc2C1,-0.7,0.3
O=C(C1=C[C@@H](C2CC2)C[C@@H](OCCCCO)O1)N1CCCCCCC1,-0.7,0.2
C[C@H]1CN([C@@H](C)CO)C(=O)c2cc(NC(=O)Nc3ccc(C(F)(F)F)cc3)ccc2O[C@@H]1CN(C)C(=O)Nc1ccc2c(c1)OCO2,-1.2,0.2
COc1ccc(C#Cc2cnc3c(c2)C(=O)N([C@H](C)CO)C[C@@H](C)[C@H](CN(C)CC2CCOCC2)O3)cc1,1.7,2.0
C[C@@H]1CN([C@H](C)CO)C(=O)c2cccc(NC(=O)c3nc4ccccc4s3)c2O[C@H]1CN(C)S(C)(=O)=O,-0.6,0.5
CN1C(=O)c2cc(NC(=O)C3CCOCC3)ccc2OC[C@H]2O[C@@H](CC(=O)NCc3ccccc3F)CC[C@@H]21,2.7,-0.5
Cc1noc(C)c1NC(=O)Nc1ccc2c(c1)C(=O)N([C@@H](C)CO)C[C@H](C)[C@H](CN(C)Cc1ccccc1)OCCCC[C@@H](C)O2,2.0,-0.3
C[C@H]1CN([C@@H](C)CO)C(=O)c2cc(NC(=O)Nc3ccc(C(F)(F)F)cc3)ccc2O[C@@H]1CN(C)S(=O)(=O)c1cn(C)cn1,2.2,0.1

# 4 entries from above, as tab-separated lines:
SMILES	BioA inh	TcdB inh
CN1CCCCN2[C@H](C1)[C@@H](c1ccc(Br)cc1)[C@@H]2CO	-1.5	-1.5
C[C@H]1CN([C@@H](C)CO)C(=O)c2cc(NS(C)(=O)=O)ccc2O[C@@H]1CN(C)Cc1ccc(C(=O)O)cc1	0.3	0.1
C[C@H]1CN([C@@H](C)CO)C(=O)c2cccc(NC(=O)Nc3ccc(F)cc3)c2O[C@@H]1CN(C)C(=O)Nc1ccc2c(c1)OCO2	0.4	1.6
COc1ccccc1S(=O)(=O)N[C@H]1CC[C@H](CC(=O)N2CCN(C)CC2)O[C@@H]1CO	0.0	-4.6

# The listing continues:
SMILES,BioA inh,TcdB inh
CNC(=O)C[C@H]1CC[C@@H]2[C@@H](COc3ccc(NC(=O)c4cccc(F)c4)cc3C(=O)N2C)O1,16&16,2.7&2.0
CNC[C@@H]1Oc2ncc(C#Cc3ccc(OC)c(OC)c3)cc2C(=O)N([C@H](C)CO)C[C@@H]1C,-0.5,2.8
O=C(C[C@@H]1C[C@@H]2c3cc(NC(=O)NC4CCCC4)ccc3O[C@@H]2[C@@H](CO)O1)NCc1ccc(Oc2ccccc2)cc1,-1.6,1.3
CN1[C@@H]2c3ccc(-c4ccccc4)c(=O)n3C[C@H]1[C@H](CO)[C@H]2C(=O)NCCCN1CCOCC1,0.0,-0.1
CO[C@H]1CN(C)C(=O)c2ccc(NS(C)(=O)=O)cc2OC[C@@H](C)N(C(=O)C2CCC2)C[C@H]1C,7.9,-1.6
Cc1ccc(S(=O)(=O)Nc2ccc3c(c2)C(=O)N([C@H](C)CO)C[C@H](C)[C@@H](CN(C)C(=O)Nc2ccccc2)O3)cc1,-2.1,-0.5
CN(C)C(=O)C[C@@H]1CC[C@H]2[C@H](COc3ccc(NC(=O)c4cnccn4)cc3C(=O)N2C)O1,-2.0,-0.5
C/C=C/c1cnc2c(c1)C(=O)N([C@@H](C)CO)C[C@H](C)[C@@H](CN(C)C(=O)Nc1ccc(F)cc1)O2,0.2,-0.8
CO[C@@H]1CN(C)C(=O)c2ccc(NC(=O)C3CCCC3)cc2OC[C@@H](C)NC[C@@H]1C,21,-0.4
C[C@@H]1CN([C@@H](C)CO)C(=O)Cc2cc(NC(=O)CCN3CCOCC3)ccc2O[C@@H]1CN(C)C(=O)Nc1ccc(F)cc1,-0.8,0.5
C[C@@H]1CN([C@H](C)CO)C(=O)c2cc(NC(=O)CCC(F)(F)F)ccc2O[C@H]1CN(C)C(=O)Nc1cccc2ccccc12,2.2,-0.2
Cc1ccc(S(=O)(=O)N(C)C[C@@H]2OCCCC[C@H](C)Oc3ccc(NS(=O)(=O)c4ccccc4)cc3C(=O)N([C@H](C)CO)C[C@H]2C)cc1,-1.6,-0.1
COc1ccc(NC(=O)N(C)C[C@H]2Oc3ccc(NC(=O)Nc4ccccc4)cc3CC(=O)N([C@@H](C)CO)C[C@@H]2C)cc1,3.6,0.0
CC(=O)N1CCCCN2[C@@H](CO)[C@@H](c3ccc(-c4ccc(F)cc4)cc3)[C@@H]2C1,7.1,-0.2
CN1CCN(C(=O)C[C@H]2C=C[C@H](NC(=O)Nc3ccccc3F)[C@H](CO)O2)CC1,-0.4,0.0
O=C(C[C@H]1CC[C@H]2[C@@H](COC[C@H](O)CN2C(=O)Nc2ccc(Cl)c(Cl)c2)O1)NCc1ccc(Cl)c(Cl)c1,-0.7,-0.8
O=C([C@H]1[C@H](CO)[C@H]2Cn3c(ccc(-c4cccnc4)c3=O)[C@@H]1N2CCC(F)(F)F)N1CCCCC1,0.2,1.1
C[C@H](O)C#Cc1ccc([C@H]2[C@H](CO)N3CCCCN(S(=O)(=O)Cc4ccccc4)C[C@@H]23)cc1,-0.9,0.5
C[C@@H](NC(=O)[C@H]1[C@H](CO)[C@H]2Cn3c(cccc3=O)[C@H]2N1CC1CCCC1)c1ccccc1,-0.4,-0.7
C[C@@H]1CCCCO[C@H](CN(C)C(=O)c2ccncc2)[C@H](C)CN([C@H](C)CO)C(=O)c2cc(N(C)C)ccc2O1,-1.1,-33
O=C(N[C@H]1CC[C@H](CCNS(=O)(=O)Cc2ccccc2)O[C@@H]1CO)c1cnccn1,-1.2,-3.1
C[C@@H]1CN([C@H](C)CO)C(=O)c2cc(NS(=O)(=O)c3ccc(F)cc3)ccc2O[C@@H](C)CCCCO[C@@H]1CN(C)C(=O)NC1CCCCC1,-1.4,-1.6
O=C(Nc1ccc(F)cc1)N[C@H]1CC[C@@H](CCNS(=O)(=O)c2cccc(Cl)c2)O[C@@H]1CO,5.2,0.9

# Only part of the results is shown; count on the stated rates, not on these rows.
